TRPML3 ag: agonists of human TRPML3 channel; actives 0.29% (n = 220,000); HEK293 TRPML3-YFP, Fluo-8 calcium fluorescence; 100% = the carbachol control signal; Q8TDD5; activation, % at 3 µM;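 active = activation above its plate's cutoff, the mean activation of the plate's test wells plus 3 SD, cut at about 12% in these data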;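 also: 0% = DMSO only wells and 100% = carbachol wells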
Target sequence (Q8TDD5 whole entry, looked up): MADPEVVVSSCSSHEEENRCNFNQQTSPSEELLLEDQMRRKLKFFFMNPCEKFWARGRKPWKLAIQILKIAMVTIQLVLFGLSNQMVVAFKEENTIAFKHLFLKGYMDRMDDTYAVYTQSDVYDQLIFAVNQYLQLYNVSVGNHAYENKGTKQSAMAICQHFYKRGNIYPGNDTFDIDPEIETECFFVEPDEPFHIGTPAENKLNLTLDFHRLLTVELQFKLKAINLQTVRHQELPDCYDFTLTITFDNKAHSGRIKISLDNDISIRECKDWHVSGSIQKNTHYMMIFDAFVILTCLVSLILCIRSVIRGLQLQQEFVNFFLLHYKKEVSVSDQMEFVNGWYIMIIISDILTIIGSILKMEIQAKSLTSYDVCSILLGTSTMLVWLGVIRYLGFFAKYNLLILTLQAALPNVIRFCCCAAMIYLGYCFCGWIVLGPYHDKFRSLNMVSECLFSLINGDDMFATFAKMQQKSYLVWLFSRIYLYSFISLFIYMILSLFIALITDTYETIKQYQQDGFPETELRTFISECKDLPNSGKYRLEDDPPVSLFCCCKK
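Material: TRPML3-YFP stable HEK293 cells | Dosing: One concentration, 3 µM nominal, 0.3% DMSO | Timing: 125 s total fluorescence read per well | Technique: Fluo-8 calcium dye fluorescence, ex 470-495, em 515-575 nm | Measure: Percent activation from peak-to-basal fluorescence ratio, scaled between DMSO and carbachol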
EP2 modulator: EP2 receptor (human) modulation. P43116. EP2-expressing cells, cAMP HTRF FRET, PGE2 co-stimulation. induction, % at 25 µM. actives 0.83% (n = 260,000);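 active = compounds whose cAMP rise, as percent of the full-agonist control response, exceeds 60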;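 also: rat C6 glioma line stably carrying human EP2 under a CMV promoter; the protocol text gives 20 µM as final concentration; 100% = response of wells given 1 µM PGE2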
S1P4 agonist: activates the human S1P4 receptor | O95977 | S1P4-expressing cell line, agonist reporter assay | activation, % at 4.98 µM | actives 0.35% (n = 220,000); in the data active = activation above about 11%;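 also: 0% = DMSO vehicle and 100% = reference agonist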
Target sequence (O95977 whole entry, looked up): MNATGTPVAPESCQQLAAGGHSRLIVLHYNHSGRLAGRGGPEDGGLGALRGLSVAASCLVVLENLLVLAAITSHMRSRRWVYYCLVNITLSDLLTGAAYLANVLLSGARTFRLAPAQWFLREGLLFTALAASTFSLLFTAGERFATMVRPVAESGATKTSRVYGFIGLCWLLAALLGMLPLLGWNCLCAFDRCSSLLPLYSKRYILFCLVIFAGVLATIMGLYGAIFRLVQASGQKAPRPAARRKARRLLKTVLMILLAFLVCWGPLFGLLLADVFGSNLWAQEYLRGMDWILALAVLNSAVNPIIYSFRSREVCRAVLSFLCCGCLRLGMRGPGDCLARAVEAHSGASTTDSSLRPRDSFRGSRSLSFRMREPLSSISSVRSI
BaF3 parental: reduces parental Ba/F3 cell viability, JAK2V617F counter-screen | CellTiter-Glo ATP luminescence | inhibition, % at 5.6 µM | actives 1.1% (n = 220,000) | AID 1486;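 active = inhibition above a per-campaign cutoff, the mean inhibition of all tested compounds plus 3 SD, cut at about 27% in these data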;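 also: 0% = DMSO wells and 100% = JAK Inhibitor I control wells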
Ba/F3 V617F tox: lowers viability of Ba/F3 cells expressing EpoR and JAK2V617F; ATP luminescence; inhibition, % at 5.6 µM; actives 1.1% (n = 220,000);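 active = inhibition above the campaign mean plus 3 SD over all tested compounds, cut at about 24% in these data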;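 also: cytokine-independent growth of Ba/F3 cells driven by EpoR plus mutant JAK2; 0% = DMSO-treated cells and 100% = JAK inhibitor I control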
PERK inh: human PERK inhibition, primary cell-based screen. Q9NZJ5. inhibition, % at 5.6 µM. AID 1416. actives 0.17% (n = 220,000). CHO PERK-DD fusion, SEAP luminescence translation reporter;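 active = inhibition above the mean inhibition of all tested compounds plus 3 SD, set separately per screening campaign, cut at about 2.9% in these data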;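 also: PERK kinase domain activated by AP20187 dimerizer at 100 nM; 0% = DMSO with dimerizer and 100% = rapamycin at 8.4 µM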
m-calpain inh: inhibitors of pig calpain II. purified calpain II, fluorogenic peptide substrate, 30 min. inhibition, % at 16 µM. actives 0.37% (n = 220,000);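 active = inhibition above about 50%, limit read from the data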
S1P4 antagonist: antagonists of human S1P4 receptor. actives 0.26% (n = 220,000). inhibition, % at 4.98 µM. O95977. S1P4-expressing cells, antagonist mode, reporter read-out; in the data active = inhibition above about 29%;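 also: 0% = wells stimulated with agonist and 100% = vehicle wells without agonist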
zfTRPN1 agonist: zebrafish TRPN1 (NompC) channel agonism | actives 0.18% (n = 220,000) | AID 1424 | activation, % at 3 µM | HEK293 zebrafish TRPN1-YFP, Fluo-8 calcium fluorescence; 100% = response to 87 µM carbachol;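 active = activation above its plate's cutoff, the mean activation of test wells on that plate plus 3 SD, cut at about 19% in these data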;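 also: 0% = DMSO alone and 100% = 87 µM carbachol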
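Material: zebrafish TRPN1-YFP in HEK293 cells. Doses: one dose of 3 µM, 0.3% DMSO. Incubation: dye 1 h 37 °C plus 30 min RT. Measured by: intracellular calcium fluorescence with Fluo-8.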
* = called active by the depositor; i = inactive; & = joins results of further samples.

SMILES | TRPML3 ag | EP2 modulator | S1P4 agonist | BaF3 parental | Ba/F3 V617F tox | PERK inh | m-calpain inh | S1P4 antagonist | zfTRPN1 agonist
O=C(NCCc1ccccc1)C1CC(c2ccccc2O)=NO1 (configuration not stated) | -0.3 | -38 | 0.2 | 2 | -4 | 0.8 | -36 | 5 | 0.1
COc1ccc2c(CC#N)c[nH]c2c1 | 0.6 | -14 | -1.2 | 4 | -1 | 1.4 | -25 | -16 | -0.8
Cc1cccc(N/C(N)=N/c2nc(C(F)(F)F)cc(C(F)(F)F)n2)c1 | -0.2 | -18 | -1.5 | 0 | -3 | 1.4 | 10 | 13 | -2.1
O=C1c2ccccc2C(Nc2ccccc2)N1c1ccc(Cl)cn1 (configuration not stated) | 0.5 | 39 | 2.5 | 4 | -2 | 0.8 | 3 | -11 | -1.4
Cc1ccc(C(=O)Nc2ccc(SC(F)F)cc2)s1 | 2.7 | -41 | 2.1 | 4 | 0 | 0.0 | -20 | -15 | 4.0
COCCCNC(=O)C1CCC(CNS(=O)(=O)c2ccc(OC)cc2)CC1 (configuration not stated) | 1.1 | 24 | 0.4 | 3 | 1 | 1.0 | -3 | -2 | 1.5
COC(=O)C1=C(C)NC(C)=C(C(=O)OC)C1c1cn(-c2ccccc2)nc1-c1ccco1 | -0.4 | 12 | 0.1 | 13 | 0 | -0.8 | -173 | -2 | -0.3
CC(C)CCSc1nnc(Cn2c(=O)sc3ccccc32)n1C | -0.5 | 1 | -0.6 | 12 | 1 | 0.4 | -12 | 8 | 0.8
c1cnc(NC2C3CC4CC(C3)CC2C4)nc1 (configuration not stated) | 0.4 | -2 | -1.4 | 2 | -3 | 0.8 | -23 | 1 | 0.0
CC(=O)c1ccc(NC(=O)CN2CCN(c3ncccn3)CC2)cc1 | 0.5 | 6 | 0.1 | 1 | -4 | -0.3 | -1 | -3 | -0.4
Cc1ccc(S(=O)(=O)N(CC(=O)O)Cc2ccccc2F)cc1 | 0.6 | 9 | 0.7 | -1 | -6 | 1.4 | -19 | -13 | 0.1
O=C(CSc1ccc2ccccc2c1)Nn1cnnc1 | 1.1 | 20 | -2.8 | 3 | -1 | 0.7 | -30 | -12 | 1.1
c1ccc(SCc2cn3cccnc3n2)nc1 | -0.9 | 15 | 1.8 | 8 | 5 | -0.3 | -488 | -5 | -0.1
COc1cccc(CNc2ccc(Br)cn2)c1O | -0.3 | -2 | 0.9 | 5 | 1 | 0.1 | -11 | -7 | -2.3
CCCNC(=O)CCCCn1c(=S)[nH]c2c([nH]c3ccc(OC)cc32)c1=O | 0.0 | 10 | 0.7 | 7 | -1 | 0.4 | 1 | -22 | 0.3
Cc1cc(C(C)c2ccccc2)c(O)c(CN2CCOCC2)c1C (configuration not stated) | 16* | 24 | -0.9 | 5 | -5 | 0.1 | -19 | 9 | 0.2
CCOC(=O)c1nc2nc(C)cc(=O)n2[nH]1 | 0.4 | 13 | -0.1 | 7 | 3 | 0.6 | -21 | -10 | 1.6
CCOC(=O)c1csc(NC(=O)c2ccc(OC)c(OC)c2)n1 | -0.1 | -18 | 0.4 | 1 | -4 | 0.4 | 16 | -3 | 1.4
CCN(CC)S(=O)(=O)c1cc(NC(=O)COC(=O)CCC(=O)c2cccs2)ccc1C | 4.1 | -15 | -1.7 | 1 | -2 | 0.0 | 1 | 1 | 6.4
Cn1c2ccccc2c2cnn(CC(=O)Nc3cccc(F)c3)c(=O)c21 | -0.1 | -6 | 1.6 | 0 | 4 | -0.1 | 8 | 3 | 1.3
COc1ccc(/C=N/NC(=O)c2cc(C34CC5CC(CC(C5)C3)C4)[nH]n2)cc1OC | 0.8 | -15 | -1.0 | 0 | -5 | 0.1 | -82 | -1 | 0.0
COc1ccc2c(c1OC)C(=O)OC2Nc1nc(-c2ccc(-c3ccccc3)cc2)cs1 (configuration not stated) | 0.8 | -16 | 1.7 | 6 | 2 | 0.3 | -321 | -9 | -1.1
COC(=O)C(C(=O)Nc1nc2ccccc2s1)C1CCCC1 (configuration not stated) | 0.5 | -31 | -0.2 | 10 | -2 | -0.2 | -2 | 20 | 0.3
Cc1ccc(S(=O)(=O)Nc2nc3ccccc3nc2NCC2CCCO2)c(C)c1 (configuration not stated) | 0.2 | -1 | 0.4 | -4 | -1 | -1.0 | -71 | -4 | 1.0
COc1ccc(C(C)=O)cc1CSc1nnc(-c2ccc(Cl)cc2)n1-c1ccccc1 | -0.9 | 39 | -3.9 | 2 | -2 | 0.0 | -4 | -13 | -2.5
Cn1c(NCc2c(O)ccc3ccccc23)nc2ccccc21 | 1.4 | -6 | 0.8 | 3 | -3 | -1.6 | 34 | -4 | -0.9
COCCOC(=O)C1=C(C)NC(=O)NC1c1c(Cl)nc2ccccn2c1=O (configuration not stated) | 0.8 | 0 | -1.5 | 8 | -1 | 1.0 | 1 | -5 | 1.6
O=C(NCCCNCc1ccccc1)c1ccccn1 | 0.3 | 19 | 2.3 | 2 | 0 | -0.7 | -9 | -24 | 2.8
O=C(Cn1nc2ccccc2n1)N/N=C/c1ccc(F)cc1 | 0.8 | -36 | 0.9 | 3 | -1 | 0.7 | -32 | -16 | 0.7
COc1ccccc1C(=O)Nc1ccc(CN2CCCCC2)cc1 | -0.1 | 0 | -1.8 | -1 | 0 | -0.8 | 15 | 0 | 0.4
O=C(CCN1CCN(c2ccccc2)CC1)Nc1ccc(OCc2ccccc2)cc1 | 0.3 | -1 | -1.2 | 2 | -5 | -0.3 | 2 | -2 | -0.1
COC(=O)c1ccc2c(c1)C(C)(C)C(/C=C/c1ccc(OC)c(OC)c1OC)=[N+]2C | 2.1 | -13 | 1.4 | 6 | 2 | -0.1 | i | 6 | 0.8
CCc1ccc(OC)c(-c2csc(N)n2)c1 | 0.4 | 4 | 1.0 | 6 | 2 | 0.6 | -10 | -17 | -2.3
Cc1ccc(Cl)cc1N1CCN(CC(=O)NC2CCCc3ccccc32)CC1 (configuration not stated) | -0.1 | 48 | -0.3 | 4 | 58* | -0.4 | 28 | -13 | -0.7
COc1ccc(C)cc1NC(=O)NC1CCN(Cc2ccccc2)CC1 | 0.1 | -17 | -0.5 | 5 | 7 | -1.4 | -11 | 7 | 1.7
O=C(CSc1ccccc1)N/N=C/c1ccccc1O | 1.7 | -51 | -0.3 | 7 | -2 | 0.1 | -6 | 7 | -0.5
CCC12CN3CCN(CC(C3)/C1=N\NC(=O)c1ccc(Cl)cc1)C2 | 0.7 | 1 | -1.2 | 7 | -1 | 0.8 | -18 | 6 | 1.1
CCC(=O)NC(NCC1CCCO1)C(Cl)(Cl)Cl (configuration not stated) | -0.6 | -8 | -3.1 | 2 | 6 | -0.8 | 15 | -17 | 0.1
COc1cccc(CNC(=O)C2CCN(S(=O)(=O)N3CCCCC3)CC2)c1 | 1.2 | 16 | 1.5 | 6 | 1 | 0.3 | -9 | -12 | 2.4
C=CCOc1ccc(/C=N/O)cc1Cl | 0.0 | 13 | 1.4 | 5 | -3 | -0.3 | -9 | -7 | -1.1
CCN(CC)CCNCc1cc(Cl)ccc1OCc1ccccc1F | 1.4 | 8 | 0.2 | 6 | 5 | -0.2 | 22 | -4 | 0.1
Clc1ccc(-n2ncc3c(NCC4CCCO4)ncnc32)cc1 (configuration not stated) | 0.9 | -51 | 0.7 | 4 | -1 | -0.2 | -7 | -9 | 4.5
Cc1nnc(Nc2ccccc2F)s1 | 1.0 | 13 | 0.1 | 0 | -2 | 0.9 | -25 | -3 | 1.8
CCOC(=O)c1c(C)[nH]c(NC(=O)Nc2c(C)n(C)n(-c3ccccc3)c2=O)c1C | 0.9 | 17 | -2.3 | 0 | -4 | 0.4 | 22 | -26 | 0.5
Cc1ccccc1-n1nc(C)c2cc(C(=O)NC3CC3)sc21 | 0.1 | -18 | 1.2 | 0 | -4 | -1.4 | -6 | 5 | -1.5

Full records, quoted from the list.
COc1ccccc1C(=O)Nc1ccc(CN2CCCCC2)cc1 reads TRPML3 ag = -0.1; EP2 modulator = 0; S1P4 agonist = -1.8; BaF3 parental = -1; Ba/F3 V617F tox = 0; PERK inh = -0.8; m-calpain inh = 15; S1P4 antagonist = 0; zfTRPN1 agonist = 0.4
Cc1nnc(Nc2ccccc2F)s1 reads TRPML3 ag = 1.0; EP2 modulator = 13; S1P4 agonist = 0.1; BaF3 parental = 0; Ba/F3 V617F tox = -2; PERK inh = 0.9; m-calpain inh = -25; S1P4 antagonist = -3; zfTRPN1 agonist = 1.8

Further compounds
SMILES | TRPML3 ag | EP2 modulator | S1P4 agonist | BaF3 parental | Ba/F3 V617F tox | PERK inh | m-calpain inh | S1P4 antagonist | zfTRPN1 agonist
CC(=O)NC1C(=O)N(C)c2ccc(Br)cc21 (configuration not stated) | -1.1 | -2 | 0.8 | 3 | -1 | 0.4 | 5 | -10 | 0.1
COc1ccnc(N2CCN(c3ccc(Cl)cc3)CC2)c1C#N | -0.7 | -34 | -4.2 | 3 | -7 | -0.1 | -6 | -6 | -0.1
CC(=O)Nc1cccc(C(=O)N/N=C/c2ccccc2F)c1 | 0.1 | -38 | 0.8 | -1 | -5 | 0.6 | 6 | -19 | -0.1
COc1cc(OC)c(NS(=O)(=O)c2ccc(Cl)c(C(=O)OC(C)C(=O)N3CCCC3)c2)cc1Cl (configuration not stated) | 0.0 | -32 | 0.3 | 9 | 3 | -0.2 | -8 | -18 | 4.4
FC(F)(F)c1nnc2ccc(NCc3ccccc3)nn12 | -0.9 | -10 | 1.4 | 5 | 0 | 1.2 | 92* | -15 | -0.9
COc1ccccc1C1C2=C(N=c3s/c(=C/c4cccc(OCC(=O)O)c4)c(=O)n31)c1ccccc1CC2 (configuration not stated) | -0.1 | 32 | 0.2 | 2 | -2 | 1.0 | -45 | -5 | -1.0
CCOC(=O)c1cn(-c2c(Cl)cccc2Cl)c2cc(Cl)c([N+](=O)[O-])cc2c1=O | 0.2 | 42 | 1.2 | 0 | -6 | -0.6 | -37 | 18 | 1.6
O=C(Nc1cccnc1)c1ccc(C(=O)Nc2cccnc2)cc1 | 0.3 | -12 | -0.1 | 0 | 3 | -0.5 | -41 | 6 | 1.6
CCCC(C)NC(=O)c1nc(-c2ccccc2)n(-c2ccccc2)n1 (configuration not stated) | -1.4 | 9 | 1.1 | 4 | -2 | -1.0 | -24 | -18 | -1.6
O=C(O)CCSc1nc(C(F)(F)F)cc(=O)n1-c1ccccc1 | 0.9 | 3 | -0.8 | 3 | -2 | 1.2 | 20 | 5 | -0.3
O=C(Nc1cccc(F)c1)Nc1ccccn1 | -0.1 | -37 | 1.8 | -1 | -5 | -0.2 | -22 | 5 | -0.4
Cc1c(C(=O)O)oc2c(F)cccc12 | 0.4 | 7 | 0.2 | 8 | 2 | 0.1 | -7 | -13 | -1.5
O=C(Nc1ccc2c(c1)OCO2)C1CC(c2c(F)cccc2Cl)=NO1 (configuration not stated) | -0.1 | -52&-121 | 4.2 | 5 | 2 | 0.2 | 4 | 10 | 1.8
O=C(Nc1ccsn1)c1ccc(Cl)cc1Cl | 0.4 | -19 | -0.3 | 5 | 3 | -0.1 | 12 | 7 | 0.6
CCOc1ccccc1NC(=O)C(=O)/C=C(\O)c1cc(OC)ccc1OC | 0.7 | 22 | 0.2 | 0 | -3 | -0.2 | -45 | 18 | 0.0

From PubChem
